# POLK inh: inhibitors of human DNA polymerase kappa | Q9UBT6 | purified Pol kappa, fluorescent DNA synthesis assay, 10 min | Potency, µM (highest dose often 107 µM), without a hit: at the highest dose activity, negative = inhibition, most hits filed as inhibitors | 400,000 tested, 0.53% active | AID 588579; also: potency is read from the fitted curve at half-maximal effect; % is scaled to controls: 0 for no effect and ±100 for the full control effect
#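 Readout: fluorescence, taken kinetically at 0 and 10 min. Conditions: 10 nM Pol kappa, 15 min RT compound preincubation, 50 nM substrate final. Controls: enzyme-free buffer wells.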
# GRP78 ERSR act: induces the endoplasmic reticulum stress response in human glioma cells; AID 602332; 420,000 tested, 0.02% active; Potency, µM, inactives show at the highest dose activation, most hits filed as activators; U87-MG GRP78 promoter luciferase reporter, 16 h; also: potency is read from the fitted curve at half-maximal effect; series mostly up to about 76 µM; % of control where 0% means no effect; nearly all actives have a fitted effect of over 35% in size
#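 Stably transfected U87-MG glioma cells carrying a GRP78-based luciferase sensor; 16 h compound incubation. Luminescence end-point read 10 min after Bright-Glo addition at room temperature.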
# Anesthetic bind: candidate novel general anesthetic via apoferritin binding | P02791 | apoferritin/1-aminoanthracene competitive binding, fluorescence | Potency, µM (doses to about 77.5 µM), without a hit: at the top dose activity change, negative = displacement, most hits filed as inhibitors | 350,000 tested, 0.074% active; also: potency is read from the fitted curve at half-maximal effect; % is scaled to controls: 0 for no effect and ±100 for the full control effect; nearly all actives have a fitted effect of over 20% in size
#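 Probe: 1-aminoanthracene (50% saturated, PBS). Protein: horse-spleen apoferritin, 10 uM. Incubation: 10 min, room temperature. Detection: 380 nm excitation, 535 nm emission. Analysis: normalized response, four-parameter Hill.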
# BLM inh: blocks DNA unwinding by human BLM helicase | recombinant BLM DNA unwinding, fluorescence dequenching | Potency, µM (series often up to 56.1 µM), for inactives: at the highest dose activity change, negative = inhibition, most hits filed as inhibitors | 350,000 tested, 0.2% active;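 also: potency is read from the fitted curve at half-maximal effect; plate controls were vehicle for no effect and no enzyme for full effect; nearly all actives have a fitted effect of over 35% in size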
# Target sequence (P54132 whole entry, looked up): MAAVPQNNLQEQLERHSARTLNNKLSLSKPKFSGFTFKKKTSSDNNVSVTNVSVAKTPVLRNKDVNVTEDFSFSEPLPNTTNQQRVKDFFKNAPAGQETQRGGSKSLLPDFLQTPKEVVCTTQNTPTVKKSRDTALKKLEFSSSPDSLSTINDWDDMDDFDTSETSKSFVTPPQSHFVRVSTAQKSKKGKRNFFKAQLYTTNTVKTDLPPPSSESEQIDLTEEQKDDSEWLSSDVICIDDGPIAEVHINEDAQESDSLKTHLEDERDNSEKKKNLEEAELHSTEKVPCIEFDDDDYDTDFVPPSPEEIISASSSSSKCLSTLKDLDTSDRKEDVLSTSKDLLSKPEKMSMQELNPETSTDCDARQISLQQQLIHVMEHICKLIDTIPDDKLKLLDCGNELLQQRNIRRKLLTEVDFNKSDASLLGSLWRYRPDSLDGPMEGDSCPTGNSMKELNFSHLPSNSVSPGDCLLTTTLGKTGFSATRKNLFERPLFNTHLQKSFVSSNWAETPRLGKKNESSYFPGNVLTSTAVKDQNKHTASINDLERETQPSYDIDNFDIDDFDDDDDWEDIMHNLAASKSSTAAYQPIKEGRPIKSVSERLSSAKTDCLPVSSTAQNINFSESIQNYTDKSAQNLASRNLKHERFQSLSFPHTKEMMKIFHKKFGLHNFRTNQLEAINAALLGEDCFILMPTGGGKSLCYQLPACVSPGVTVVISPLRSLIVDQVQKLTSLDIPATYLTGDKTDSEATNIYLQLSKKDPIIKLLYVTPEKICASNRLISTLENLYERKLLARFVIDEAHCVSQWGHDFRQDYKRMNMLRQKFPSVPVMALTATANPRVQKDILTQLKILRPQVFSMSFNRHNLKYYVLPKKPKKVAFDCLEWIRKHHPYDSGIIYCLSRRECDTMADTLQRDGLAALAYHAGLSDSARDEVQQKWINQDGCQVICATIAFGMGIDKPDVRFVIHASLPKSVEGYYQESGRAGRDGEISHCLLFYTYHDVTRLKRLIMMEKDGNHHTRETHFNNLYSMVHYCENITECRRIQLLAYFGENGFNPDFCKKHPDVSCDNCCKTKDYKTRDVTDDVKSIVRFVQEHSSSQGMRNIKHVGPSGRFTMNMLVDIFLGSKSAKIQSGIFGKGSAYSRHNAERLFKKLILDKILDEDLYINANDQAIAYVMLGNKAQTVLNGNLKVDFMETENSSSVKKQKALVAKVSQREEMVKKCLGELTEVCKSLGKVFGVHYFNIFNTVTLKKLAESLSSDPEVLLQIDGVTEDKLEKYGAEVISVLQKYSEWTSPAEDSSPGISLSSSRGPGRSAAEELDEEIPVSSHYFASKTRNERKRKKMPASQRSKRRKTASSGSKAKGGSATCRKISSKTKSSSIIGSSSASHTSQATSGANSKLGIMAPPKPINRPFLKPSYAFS
# Pol eta inh: blocks human DNA polymerase eta activity. Q9Y253. recombinant Pol eta, fluorescent DNA replication assay. Potency, µM (titrated, usually from 114 µM), inactives show at the top dose activity change, negative = inhibition, actives largely listed as inhibitors. 390,000 tested, 1.2% active. AID 588591; also: potency is read from the fitted curve at half-maximal effect; % is scaled to controls: 0 for no effect and ±100 for the full control effect
#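 Pol eta (10 nM) was preincubated with compounds for 15 min at room temperature, after which fluorescent replication substrate (50 nM final) was added to start the reaction. Fluorescence was read kinetically at 0 and 10 min.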
# Pol iota inh: blocks human DNA polymerase iota activity; Q9UNA4; Pol iota fluorescent replication assay, 10 min; Potency, µM (doses to about 115 µM), without a hit: at the highest dose activity, negative = inhibition, hits mostly inhibitors; 390,000 tested, 1% active; AID 588590; also: potency is read from the fitted curve at half-maximal effect
#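 Pol iota at 10 nM preincubated 15 min with compounds at room temperature; reaction started with fluorescent substrate, 50 nM final. Fluorescence read kinetically at 0 and 10 min; buffer-only wells as negative control.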
# LDHA block: inhibitors of human lactate dehydrogenase A. P00338. activity change, % (values are at about 110 or 230 µM). purified LDHA, NADH/diaphorase-resazurin fluorescence; active compounds read low. AID 1347041. 480,000 tested, 0.15% active; in the data active = activity change below about -30%; inconclusive = mostly about -25% to -30%;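 also: plate controls were DMSO wells for no effect and wells without enzyme for full effect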
#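 Human LDH5 at 2 nM final in Tris HCl pH 7.4 with 0.06 mM NADH and 0.2 mM pyruvate, reacted 5 minutes at room temperature. Remaining NADH coupled via diaphorase/resazurin; resorufin fluorescence read at 0 and 20 minutes, normalized to enzyme-free and DMSO wells.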
# POLB inh: inhibitors of human DNA polymerase beta; Pol beta primer extension/strand displacement, fluorescence kinetic; Potency, µM (series often up to 114 µM), inactives show at the top dose activity change, negative = inhibition, actives largely listed as inhibitors; AID 485314; 340,000 tested, 1.3% active; P06746; also: potency is read from the fitted curve at half-maximal effect; % is scaled to controls: 0 for no effect and ±100 for the full control effect
#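 Preincubation: enzyme (10 nM) with compound, 15 min, RT. Reaction: substrate added to 50 nM final. Reads: 0 and 10 min. Analysis: normalized, Hill fit.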
# APEX1 inh: APE1 (human) endonuclease inhibition; Potency, µM (top dose mostly 65.8 µM), for the others: top-dose activity change, negative = inhibition, most hits filed as inhibitors; 350,000 tested, 0.35% active; recombinant APE1, TAMRA/BHQ-2 abasic DNA cleavage fluorescence;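 also: potency is read from the fitted curve at half-maximal effect; plate controls were vehicle for no effect and reference inhibitor for full effect; nearly all actives have a fitted effect of over 55% in size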
#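 Quantitative HTS: incision of a TAMRA/BHQ-2 double-stranded substrate bearing a tetrahydrofuran abasic site by 0.75 nM APE1 raises fluorescence. Substrate 50 nM final, added after 15 min compound preincubation at room temperature; progress as third-minus-first kinetic read difference.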
# Active calls of the source: *; ? = inconclusive; nt = not tested or not shown; & = joins results of further samples; [ ] = dose if it differs, or a comment. Unless noted, calls follow the shape of the dose curve; as a rule, active = well fitted curve in the direction sought with a large enough effect; inconclusive = small, poorly fitted or top-dose-only effect, or another doubt; inactive = no such curve, though single readings can be large; an effect the other way counts as inactive or inconclusive. These rows are one share of the data; rates above refer to the full screens.
Molecule	POLK inh	GRP78 ERSR act	Anesthetic bind	BLM inh	Pol eta inh	Pol iota inh	LDHA block	POLB inh	APEX1 inh
CCN1CCN(c2nc(C)c3c(n2)CCCC3=O)CC1	7%	0%	-8%	-2%	-6%	14%	-4	13%	-3%
COCCCNc1nc2ccccc2nc1NS(=O)(=O)c1ccc(F)cc1	-2%[60.1 µM]	-4%	11%	0%	-14%	25%	-1&-8	?	14%
C=CC[C@@H](Cc1ccc(F)cc1)C(=O)OC[C@H]1CCCN1C(=O)[C@@H](CC=C)CC(=O)N[C@H](CO)Cc1ccccc1	-10%	-2%	nt	nt	?	4%	0	nt	-23%
COc1ccc(N2CCN(C(=O)NCc3ccc(OC)c(Cl)c3)CC2)cc1	3%	-2%	4%	-2%	-22%	1%	-1	35%	14%
CC1CCN(C(=O)COC(=O)C(C)N2C(=O)c3ccccc3C2=O)CC1 (centres undefined)	0%	-3%	nt	nt	-9%	-10%	-3	nt	-3%
COc1ccc(Cn2c(=O)cc(N)n(-c3ccccc3C)c2=O)cc1	2%	-3%	-9%	-1%	-15%	75%[activator]	-5	13%	0%
CCCS(=O)(=O)Nc1cccc(-c2ccc3nnc(C)n3n2)c1	-1%	0%	-2%	-14%	-15%	-5%	-2	41%	14%
Cc1ccc(C(=O)OCC(=O)N(C)C2CCS(=O)(=O)C2)cc1[N+](=O)[O-] (centres undefined)	1%	-4%	-1%	1%	-15%	12%	-1	1%	15%

# (listing goes on)
Molecule	POLK inh	GRP78 ERSR act	Anesthetic bind	BLM inh	Pol eta inh	Pol iota inh	LDHA block	POLB inh	APEX1 inh
O=C(Cn1cnc2c(nnn2Cc2ccc(F)cc2)c1=O)OCc1ccccc1	-20%	-2%	0%	-10%	2%	15%	-10	1%	-5%
COC(=O)c1c(C)oc2ccc(N(C(=O)c3ccncc3)S(=O)(=O)c3cc(C)c(C)cc3C)cc12	-9%	1%	?	-17%	8%	4%	-1	-17%	nt
COCCCN(C(=S)Nc1c(C)cc(C)cc1C)C(C)c1ccncc1 (centres undefined)	-10%	-7%	-5%	-1%	-18%	17%	-6	15%	4%
CCCN(CC(=O)Nc1cc(Cl)ccc1Cl)C(=O)c1ccc2n[nH]nc2c1	-9%	0%	nt	nt	2%	-6%	1	nt	-15%
Cc1oc(-c2ccc(C(=O)Nc3ccc(F)cc3)cc2)nc1COc1ccccc1	-8%	-3%	-1%	-6%	-4%	11%	2	14%	nt
CCC(C(=O)OC(C)C)c1ccc2ccccc2c1 (centres undefined)	4%	-3%	nt	nt	-13%	21%	-3	nt	8%
CN(C)S(=O)(=O)c1ccc(C(=O)Nc2nc3ccccc3[nH]2)cc1	3%	9%	-6%	-3%	-19%	73%[activator]	-2	-11%	-3%
COc1ccc(-c2cc(C(=O)NCCCN3CCCC3=O)c3ccccc3n2)cc1	-9%	-2%	nt	nt	-11%	35%[activator]	-2	nt	0%

# (further entries)
Molecule	POLK inh	GRP78 ERSR act	Anesthetic bind	BLM inh	Pol eta inh	Pol iota inh	LDHA block	POLB inh	APEX1 inh
Nc1cc2c(cc1C(=O)c1ccccc1)OCCO2	-10%	-3%	?	-3%	-13%	12%	4	-22%	-3%
COc1ccc(CNC(=O)CC2Oc3ccc(C)cc3NC2=O)cc1 (centres undefined)	14%	-2%	-8%	-3%	8%	15%	2	46%	nt
CCCn1c(Nc2cccc(OC)c2)nc2ccccc21	-3%	-3%	-4%	3%	-15%	24%	0	0%	4%
CCOc1ccccc1-c1noc(CSc2nnc(-c3ccncc3)n2-c2ccc(F)cc2)n1	7%	-5%	4%	2%	-8%	-4%	-14	22%	nt
CC(=O)Oc1ccc2c(=O)c(N3C(=O)c4ccccc4C3=O)c(C)oc2c1C	-16%	-3%	-16%	1%	-17%	89%[activator]	-3	14%	4%
c1ccc(Nc2nnc(-c3cccnc3)s2)cc1	3%	-4%	12%	-1%	-18%	115%[activator]	-1	-4%	5%
O=C(Nc1ccc(F)cc1)N1CCN(C(=O)c2nsc3ccccc23)CC1	-7%[60.1 µM]	-3%	2%	-3%	-6%	8%	-11	41%	nt
CN(Cc1cnn(C)c1)S(=O)(=O)c1cccc([N+](=O)[O-])c1	4%	-1%	-7%	-1%	-12%	113%[activator]	-2	-10%	3%

# Later entries:
Molecule	POLK inh	GRP78 ERSR act	Anesthetic bind	BLM inh	Pol eta inh	Pol iota inh	LDHA block	POLB inh	APEX1 inh
COc1ccccc1N1CCN(C(=O)CSc2nnc3c4ccccc4n(CC(=O)O)c3n2)CC1	-13%	-4%	-7%	-1%	-18%	1%	-3	-19%	1%
CC(=O)c1cccc(NC(=O)C2CCN(C(=O)c3ccccc3Cl)CC2)c1	-5%	-4%	-8%	0%	-11%	7%	-9	33%	-2%
O=C(Nc1ccc(C(=O)O)cc1)/C(=C\C=C\c1ccccc1)NC(=O)c1ccccc1Cl	-15%	-5%	?	-1%	-4%	23%	-11	8%	26%
N#CCc1nnc2n1-c1ccccc1CCC2	-11%	1%	21%	-1%	-8%	-17%	-9	0%	-6%
O=C(NNC(=O)c1ccc([N+](=O)[O-])cc1)NC1CCCCC1	-7%	0%	-9%	-2%	3%	-11%	-2	-7%	-1%
COc1ccc(Cl)cc1NC(=O)c1nn(-c2ccc(C)cc2)c(=O)n(C)c1=O	-9%[60.1 µM]	-3%	-8%	-1%	-8%	18%	-3	-1%	nt
COCCNC(=S)N(CCc1c(C)[nH]c2ccc(Cl)cc12)Cc1cccnc1	12%	4%	2%	0%	-18%	-17%	2	-6%	37%
O=C(Cn1nnc2ccccc2c1=O)NCCc1ccccc1	7%	0%	-6%	3%	-6%	12%	-2	38%	5%

# Additional records
Molecule	POLK inh	GRP78 ERSR act	Anesthetic bind	BLM inh	Pol eta inh	Pol iota inh	LDHA block	POLB inh	APEX1 inh
N#CC1=C(N)OC2=C(C(=O)CCC2)C12C(=O)N1CCCc3cccc2c31 (centres undefined)	-2%	-2%	0%	0%	-13%	14%	-3	-3%	8%
Cc1ccc(-c2nnc(Nc3ccc(O)cc3)c3ccccc23)cc1S(=O)(=O)NCc1nc2ccccc2[nH]1	5%	-4%	-16%	-8%	-17%	15%	-2	26%	nt
O=C(COC(=O)/C=C/c1cccs1)Nc1ccc2ccccc2c1	-5%	-3%	1%	-2%	-6%	4%	-3	14%	-6%
COC(=O)c1sc2nc(C)nc(SCC(=O)C(C)(C)C)c2c1C	1%	-4%	-10%	0%	?	18%	-4	-15%	5%
O=[N+]([O-])c1ccc(/C=N/Nc2nc(NCc3ccccc3)nc(N3CCOCC3)n2)cc1	-1%	-1%	-4%	-3%	-2%	2%	-1	-12%	8%
Cc1cccc2cc(CN(Cc3ccco3)C(=O)N3CCCC3)c(=O)[nH]c12	nt	nt	5%	4%	nt	nt	nt	51%	11%
CCN(Cc1ccncc1)C(=O)CCc1nnc(CCc2ccccc2OC)o1	2%	-2%	-9%	-5%	-11%	-17%	-2	-18%	-5%
COc1cc(/C=C/C(=O)OCC(=O)NCc2ccco2)ccc1O	-9%	-1%	nt	nt	-10%	31%[activator]	4	nt	4%

# The results go on.
Molecule	POLK inh	GRP78 ERSR act	Anesthetic bind	BLM inh	Pol eta inh	Pol iota inh	LDHA block	POLB inh	APEX1 inh
Cc1cc(OCC(=O)Nc2sc3c(c2C(N)=O)CCCC3)ccc1C(C)C	-15%	-1%	-3%	-5%	3%	-14%	-1	0%	nt
CCOC(=O)Cn1c(=O)n(Cc2ccccc2)c(=O)c2cccnc21	5%	1%	118%[activator]	0%	-13%	-10%	-2	51%	-14%
CN(Cc1cccnc1)Cc1cn[nH]c1-c1ccc(-c2ccccc2)cc1	0%	-2%	1%	-2%	-10%	26%	-6	2%	3%
CCOc1ccc(C(=O)Cn2c(=O)n3nc(CCn4nc(C)cc4C)nc3c3cc(OC)c(OC)cc32)cc1	-16%[60.1 µM]	-1%	-2%	0%	-4%	-3%	0	11%	nt
COc1ccc2cc3cc(C(=O)N4CC(C)CC(C)C4)oc3nc2c1 (centres undefined)	-10%	-1%	-9%	-1%	-9%	9%	-1	2%	-5%
O=C(NC(=S)Nc1ccccn1)c1cncc(Br)c1	-3%[60.1 µM]	12%	-2%	-3%	9%	7%	0	0%	-2%
CCn1c(SCC(=O)Nc2nonc2C)nnc1-c1ccco1	-14%	1%	-4%	-2%	2%	7%	-3	1%	2%
COc1ccc(/C=N/NC(=O)c2nc(-c3ccccc3)n(-c3ccccc3)n2)cc1OC	-12%	-7%	-6%	1%	-13%	21%	-6	11%	-1%

# Among those listed so far, 6 have an NH in an aromatic ring:
Molecule	POLK inh	GRP78 ERSR act	Anesthetic bind	BLM inh	Pol eta inh	Pol iota inh	LDHA block	POLB inh	APEX1 inh
CCCN(CC(=O)Nc1cc(Cl)ccc1Cl)C(=O)c1ccc2n[nH]nc2c1	-9%	0%	nt	nt	2%	-6%	1	nt	-15%
CN(C)S(=O)(=O)c1ccc(C(=O)Nc2nc3ccccc3[nH]2)cc1	3%	9%	-6%	-3%	-19%	73%[activator]	-2	-11%	-3%
COCCNC(=S)N(CCc1c(C)[nH]c2ccc(Cl)cc12)Cc1cccnc1	12%	4%	2%	0%	-18%	-17%	2	-6%	37%
Cc1ccc(-c2nnc(Nc3ccc(O)cc3)c3ccccc23)cc1S(=O)(=O)NCc1nc2ccccc2[nH]1	5%	-4%	-16%	-8%	-17%	15%	-2	26%	nt
Cc1cccc2cc(CN(Cc3ccco3)C(=O)N3CCCC3)c(=O)[nH]c12	nt	nt	5%	4%	nt	nt	nt	51%	11%
CN(Cc1cccnc1)Cc1cn[nH]c1-c1ccc(-c2ccccc2)cc1	0%	-2%	1%	-2%	-10%	26%	-6	2%	3%

# Screening data deposited in PubChem by National Center for Advancing Translational Sciences (NCATS).
